STK33 inh = human STK33 kinase inhibition. purified STK33, MBP phosphorylation, ADP-Glo luminescence. Q9BYT3. AID 2661. inhibition, % at 10 µM. 0.073% of 320,000 active;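 active = inhibition at or above 25%, using the most active replicate where run in duplicate; inactive = inhibition below 25%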
Target sequence (Q9BYT3 whole entry, looked up): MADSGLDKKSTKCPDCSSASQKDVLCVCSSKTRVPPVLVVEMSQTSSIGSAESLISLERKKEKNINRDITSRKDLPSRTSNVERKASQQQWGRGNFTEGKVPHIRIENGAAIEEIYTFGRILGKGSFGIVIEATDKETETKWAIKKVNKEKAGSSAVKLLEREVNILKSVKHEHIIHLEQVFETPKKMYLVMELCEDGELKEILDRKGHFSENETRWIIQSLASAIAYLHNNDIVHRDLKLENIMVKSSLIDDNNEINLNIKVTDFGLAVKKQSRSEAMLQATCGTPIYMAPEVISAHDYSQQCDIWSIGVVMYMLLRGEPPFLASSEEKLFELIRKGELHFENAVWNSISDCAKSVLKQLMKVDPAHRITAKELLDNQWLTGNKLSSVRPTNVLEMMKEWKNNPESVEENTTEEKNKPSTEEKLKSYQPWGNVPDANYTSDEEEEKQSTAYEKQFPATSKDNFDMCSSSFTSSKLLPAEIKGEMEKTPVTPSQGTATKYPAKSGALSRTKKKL
Kir21 block = Kir2.1 (mouse) channel inhibition; HEK293-Kir2.1, FluxOR thallium flux fluorescence; stronger effect = lower value; B-score at 10 µM; 0.85% of 310,000 active; AID 1672;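 active = fluorescence ratio B-score at or below minus 3 SD of library scores, with starting-brightness B-score within 2 SD, cut at about -4.2 in these data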;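 also: channel flux triggered by added potassium and thallium sulfate stimulus; B-score of peak minus minimum fluorescence over baseline after thallium stimulus; more negative B-score means stronger Kir2.1 block with less thallium influx; some compounds called inactive have numbers as strong as hits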
Target sequence (P35561 whole entry, looked up): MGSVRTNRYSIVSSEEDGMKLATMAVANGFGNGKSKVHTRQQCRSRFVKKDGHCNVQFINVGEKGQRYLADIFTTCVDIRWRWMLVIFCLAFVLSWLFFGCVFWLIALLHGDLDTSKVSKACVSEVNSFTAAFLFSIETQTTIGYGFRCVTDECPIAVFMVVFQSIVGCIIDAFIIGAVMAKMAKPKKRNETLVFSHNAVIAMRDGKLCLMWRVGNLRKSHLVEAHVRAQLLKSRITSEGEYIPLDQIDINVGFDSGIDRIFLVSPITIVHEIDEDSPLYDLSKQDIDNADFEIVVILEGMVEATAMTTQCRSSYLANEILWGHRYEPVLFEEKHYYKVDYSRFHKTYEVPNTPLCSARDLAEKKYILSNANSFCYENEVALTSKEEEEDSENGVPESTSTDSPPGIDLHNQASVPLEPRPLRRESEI
* marks the source's active call; other numbers are inactive results; nt = no result given.

Below each SMILES: Kir21 block | STK33 inh
CCOC(=O)Nc1ccc2c(c1)N(C(=O)CN(C)C)c1ccccc1CC2
    0.39 | -0.2
O=C(CSc1ccc(Cl)cc1)N/N=C/c1ccc([N+](=O)[O-])o1
    -0.06 | -0.7
COc1ccc(OC)c(CN2CCN(C(=O)CN3C(=O)NC4(CCCC4)C3=O)CC2)c1
    1.9 | -0.5
CCc1ccccc1N1C(=O)C2CC=CCC2C1=O (stereo not drawn)
    -2.6 | 0.2
Cn1cnc(S(=O)(=O)Nc2ccc(OC(F)F)cc2)c1
    -0.01 | -0.4
O=C(CSc1ncn[nH]1)Nc1ccc2c(c1)CCC2
    0.16 | 0.0
COc1ccc(CNC(=O)CN(C)S(=O)(=O)c2ccc3c(c2)n(C)c(=O)c(=O)n3C)cc1
    -0.38 | -1.7
CC1C(=O)N2CCCc3cc(NC(=O)C(=O)NCc4ccccn4)cc1c32 (stereo not drawn)
    0.02 | -0.8
Cc1nc([N+](=O)[O-])cn1-c1nc2ccccn2c1[N+](=O)[O-]
    -0.07 | 0.7
Cc1sc2nc(SCc3ccc(C(=O)O)cc3)n(Cc3ccco3)c(=O)c2c1C
    1.8 | 1.3
COC(=O)c1ccc(C(=O)OC)nc1
    -0.39 | -0.1
CN1C(=O)C(CC(=O)Nc2ccc3c(c2)Cc2ccccc2-3)N(C)C1=O (stereo not drawn)
    -0.05 | -0.7
COc1ccc(CCNC(=O)c2cc(=O)c3ccc(C)cc3o2)cc1OC
    -0.14 | -2.0
CCOCCCNC(=S)N1CCCN(c2nc3cc(C)c(C)cc3cc2C#N)CC1
    -0.15 | 0.1
COCCCNC(=O)CN1CCN(Cc2ccccc2Cl)C1=O
    -0.12 | 0.9
O=C(CCc1ccccc1)NCC(=O)N/N=C/c1ccc2c(c1)OCO2
    -0.71 | -0.4
CCC(C)N(C(=O)COC(=O)CNC(=O)c1ccccc1F)C1CCS(=O)(=O)C1 (stereo not drawn)
    -0.07 | -1.1
Cc1nnc(SCc2cccc(CSc3nnc(C)s3)c2)s1
    -2.1 | -1.6
Cc1nnc(Sc2cc(C(=O)NCc3ccco3)c3ccccc3n2)s1
    -0.01 | -1.5
CC(=O)c1ccc(Sc2nnnn2-c2ccccc2)c([N+](=O)[O-])c1
    -2.8 | 0.2
CSc1ccc(C(=O)C2CCCN(C(=O)c3cc(C)n(C)n3)C2)cc1 (stereo not drawn)
    -0.22 | 0.9
COc1ccc(SCCc2nnc(-c3ccccc3)o2)cc1
    -0.64 | 0.2
O=C(O)c1cccc(CSc2nnc(-c3ccc(Cl)cc3)o2)c1
    0.68 | -1.2
CCOC(=O)c1ccc(NC(=O)COc2ccccc2CNCCc2ccccc2)cc1
    -3.7 | 1.2
CC#CCCCC(=O)Nc1ccc(C(=O)O)cc1
    0.47 | -0.1
CSc1cccc(NC(=S)N(CCCN2CCCC(C)C2)Cc2cccs2)c1 (stereo not drawn)
    -0.76 | -0.8
CCCCN(C)C(=O)Cn1nc(Cc2ccncc2)c2ccccc2c1=O
    0.86 | -0.8
Cc1cccc(NC(=O)C2CCN(C(=O)c3ccc(Cl)cc3)CC2)n1
    -0.9 | -1.5
CCOC(=O)c1c(NC(=O)CSc2nnc(-c3c[nH]c4ccccc34)n2CC)sc2c1CCCC2
    0.27 | -0.6
COc1cc(C(=O)NCCSc2ccc(Br)cc2)cc(OC)c1OC
    -0.93 | -0.6
Cc1cc(Cl)ccc1C(=O)C1CCCN(C(=O)c2cccc(N3CCCC3=O)c2)C1 (stereo not drawn)
    -2.3 | -2.1
COc1ccc(C2NC(=O)C(=O)/C2=C(\O)c2ccc(Cl)cc2)cc1OC (stereo not drawn)
    -0.18 | 0.8
C/C(=N\NC(=O)C1CC1)c1ccc(C)c(C)c1
    2.3 | 0.8
CC(=O)c1cccc(NC(=O)/C=C/c2ccc([N+](=O)[O-])s2)c1
    -0.29 | nt
O=[N+]([O-])c1ccc(CN2CCN(c3ccc(Cl)cc3)CC2)o1
    1 | -0.1
CSc1ccc(Cl)c(C(=O)NC2CCCC2)c1
    0.67 | -0.1
Cc1nnc(SCC(=O)NC2CCCCC2)s1
    -0.74 | -0.4
O=C(Nc1cc(C(F)(F)F)ccc1Cl)c1cc2nc3c(c(C(F)(F)F)n2n1)CCCC3
    -0.35 | -0.5
O=[N+]([O-])c1ccc(N2CCN(CCO)CC2)cc1Sc1nc2ccccc2[nH]1
    0.97 | 0.5
COc1ccc(-c2cc(C)no2)cc1S(=O)(=O)Nc1cccc(CN2CCCC2)c1
    -0.65 | -0.9
Cc1cc(C)cc(Oc2coc3cc(OC(=O)c4cccs4)ccc3c2=O)c1
    1.8 | -0.4
CC1CCCCC1NC(=O)NC(=O)COC(=O)c1nccnc1N (stereo not drawn)
    nt | -1.6
CN(CC(=O)Nc1ccc(F)cc1)C(=O)c1ccc(OCc2cn3ccccc3n2)cc1
    nt | 0.5
OC(COc1ccc(F)cc1Cl)CN1CCc2ccccc2C1 (stereo not drawn)
    -5.3* | -0.9
O=C(Nc1ccc(O)cc1)c1ccc(NC(=O)C2CCCO2)cc1 (stereo not drawn)
    2.1 | 0.0
CCCCNC(=S)N/N=C/c1ccc(OCC(=O)Nc2c(C)cc(C)cc2C)c(OC)c1
    -0.07 | -0.1
Cc1ccnc(-n2c(CCN3C(=O)c4ccccc4C3=O)nc3ccccc3c2=O)c1
    -2 | -0.5
Cc1ncoc1C(=O)N1CCc2c([nH]c3ccccc23)C1C1CCCCC1 (stereo not drawn)
    -1.5 | -0.4
Cc1cc(OCC(=O)Nn2cnnc2)ccc1Br
    -0.36 | -0.1
c1ccc(-c2cnnc(N3CCOCC3)n2)cc1
    0.49 | nt
CCOC(=O)C(/C=C(\C#N)C(=O)OCC)=C(/N)N1CCN(c2ccc(OC)cc2)CC1
    0.47 | -1.6
Cc1nnc(NC(=O)C2CCCN(S(=O)(=O)Cc3ccccc3)C2)s1 (stereo not drawn)
    1.3 | 0.2
CN(NC(=O)c1ccc(Cl)cc1)c1nc(-c2ccccc2)nnc1C(F)(F)F
    2.2 | 0.4
c1ccc(N2CCN(c3nc(NCc4ccco4)c4ccccc4n3)CC2)cc1
    1.4 | -0.8
COC(=O)CC(CP(=O)(O)CN(C)C=O)C(=O)OC (stereo not drawn)
    1.5 | -2.0
O=C1C=C(NCCNc2c(F)c(F)c(CO)c(F)c2F)CCC1
    0.61 | -0.1
O=C(COC(=O)CNC(=O)c1ccc(Cl)cc1Cl)NCC1CCCO1 (stereo not drawn)
    -0.02 | -1.6
CCn1c(=O)c2cc(C(=O)N(C)CC(OC)OC)sc2c2ccccc21
    0.68 | 2.7
S=C(NCCC1=CCCCC1)NCc1ccco1
    -2.3 | 0.4
CC(C)(C)c1cc(OC(=O)c2ccncc2)ccc1O
    nt | -1.9

In another format: 6 of the compounds above
SMILES | Kir21 block | STK33 inh
CC#CCCCC(=O)Nc1ccc(C(=O)O)cc1 | 0.47 | -0.1
C/C(=N\NC(=O)C1CC1)c1ccc(C)c(C)c1 | 2.3 | 0.8
CSc1ccc(Cl)c(C(=O)NC2CCCC2)c1 | 0.67 | -0.1
COc1ccc(SCCc2nnc(-c3ccccc3)o2)cc1 | -0.64 | 0.2
O=C(COC(=O)CNC(=O)c1ccc(Cl)cc1Cl)NCC1CCCO1 (stereo not drawn) | -0.02 | -1.6
CC(=O)c1ccc(Sc2nnnn2-c2ccccc2)c([N+](=O)[O-])c1 | -2.8 | 0.2

Later entries
Below each SMILES: Kir21 block | STK33 inh
CC(=O)Nc1sc(N/N=C\c2ccccc2)nc1-c1cccs1
    -0.46 | 0.2
CCN1CCN(CCCNC(=O)c2cc3cc4ccc(OC)cc4nc3o2)CC1
    -0.37 | 0.1
COc1ccc(-c2cc3ccccc3oc2=O)cc1
    -1.3 | -1.0
O=C1c2ccccc2C(=O)N1CSc1nnc2c3ccccc3n(CCc3ccccc3)c2n1
    -2.7 | -0.7
O=C(CNC(=O)c1ccc(Br)o1)NNC(=O)c1cccc(Cl)c1
    -1.2 | nt
Cc1cc(C)c(C(N)=O)c(Nc2ccc(F)cc2)n1
    -0.44 | -1.2
CCN1CCN(C(c2ccc(F)cc2)c2nnnn2Cc2cccs2)CC1 (stereo not drawn)
    -0.56 | 0.3
Nc1nnc(SCC(=O)OCC(=O)Nc2ccccc2F)s1
    1.3 | -1.0
CC1CCN(C(=O)CCc2ccc(S(=O)(=O)NC(C)C)cc2)CC1
    -1.9 | -0.1
CCOC(=O)CNC(=O)COc1coc(CN2CCN(Cc3ccccc3)CC2)cc1=O
    -0.56 | -0.1
Cc1nc(SCc2cccnc2)[nH]c(=O)c1C
    0.77 | -1.6
CCn1c(NCc2ccccc2NS(=O)(=O)c2ccc(C)cc2)nc2ccccc21
    0.02 | -1.9
O=C(COC(=O)c1ccc[nH]c1=O)Nc1cc(S(=O)(=O)N2CCCCC2)ccc1Cl
    -2.6 | -1.9
O=C(CSc1nnc(SCc2ccc(Cl)cc2)s1)N/N=C/c1ccc(Cl)cc1Cl
    0.33 | -1.2
O=C(CSc1nnc(-c2ccc3c(c2)OCO3)o1)Nc1ncc(Cl)cc1Cl
    -0.58 | 1.2
O=C(CN1C(=O)NC(Cc2ccccc2)C1=O)Nc1ccc(F)c(F)c1F (stereo not drawn)
    nt | -0.2
C/C(=C1\SC(N2CCOCC2)=NC1=O)c1ccc(C)cc1
    -1.8 | -1.9
Cc1ccnc(NC(=O)CCCOc2cc(=O)n(C)c3ccccc23)c1
    0.77 | -0.2
CC(C)(C)c1ccc(C(=O)Cn2cnnc2C#N)cc1
    0.26 | -1.5
CC(=O)c1cccc(NC(=O)NCc2ccc3c(c2)OCO3)c1
    0.8 | -1.3
CC(C)(C)Cc1nnc(NS(=O)(=O)c2ccccc2)s1
    1.3 | -0.3
Cc1ccc([N+](=O)[O-])c(OCc2ncc(Cl)n2C)c1
    0.13 | -0.4
Cn1ccsc1=NC(=O)c1ccc(S(C)(=O)=O)c([N+](=O)[O-])c1
    -0.98 | -1.0
C[C@]12CCC(=O)C=C1CC[C@@H]1[C@@H]2CC[C@@]2(C)[C@H]1CC[C@@]21CCC(=O)O1
    0.89 | -0.7
C=CCNC(=O)c1ccccc1NC(=O)c1ccc(Cl)c(S(=O)(=O)Nc2ccccc2)c1
    0.11 | -0.9
CC(C)(C)c1ccc(-c2noc(-c3ccc4c(c3)CCO4)n2)cc1
    -0.11 | -1.5
Cn1c(=O)c2c(ncn2CC(=O)Nc2nnc(Cc3ccccc3)s2)n(C)c1=O
    -0.88 | -2.6
CCn1cc(C(=O)OCc2ccc(F)cc2)c(=O)c2ccc(C)nc21
    0.64 | -0.1
Cc1cccc(NC(=S)N2CCN(S(=O)(=O)c3cccc(F)c3)CC2)c1
    0.44 | -1.0
COc1ccccc1/C=C1\SC(=S)N(CCC(=O)NCCc2ccc(O)cc2)C1=O
    0.69 | 0.3
COc1ccccc1-c1noc(COC(=O)c2ccc(Br)o2)n1
    nt | -0.6
CC(C)NC(=O)N(C)C[C@H]1Oc2ccc(NC(=O)Nc3ccc4c(c3)OCO4)cc2C(=O)N([C@H](C)CO)C[C@@H]1C
    nt | 0.8
Cc1ccc(/C=C/C(=O)NCCCc2ccccc2)cc1
    1.3 | -0.6
Cn1c(C(=O)NCCN2CCN(Cc3ccccc3)CC2)cc2c(=O)n(C)c3ccccc3c21
    -0.8 | 5.5
CN(C)c1ccc(N=Cc2nc(-c3ccccc3)oc2OC(=O)c2cccc(Br)c2)cc1
    -1.6 | -1.2
O=C(Nc1ccc(Cl)cc1)N1CCCN(Cc2ccccc2F)C1
    -2.8 | -0.5
COc1ccc2c(c1OC)C(=O)OC2Nc1ccccn1 (stereo not drawn)
    -0.63 | 1.6
O=C(NCCCNc1ccc(C(F)(F)F)cc1[N+](=O)[O-])c1ccc(Cl)cc1
    1.2 | -1.1
Cc1ccc(C)c(NC(=S)N2CCN(c3cccc(C(F)(F)F)c3)CC2)c1
    0.01 | -1.3
CN(Cc1ccccc1)C(=O)c1c[nH]c2ccc(S(=O)(=O)N3CCOCC3)cc2c1=O
    -0.3 | -0.9
O=C(NC1CCCC1)c1ccc(Br)s1
    0.32 | -2.1
COc1ccc(/C=C/C(=O)N(C)C2(C)CCS(=O)(=O)C2)cc1 (stereo not drawn)
    -0.01 | -0.6
CSc1ccc(CN(C)C(C)C(=O)Nc2ccc(F)c(F)c2F)cc1 (stereo not drawn)
    -2.2 | 0.9
O=C(Cc1ccccc1F)NC1CCCc2ccccc21 (stereo not drawn)
    -0.07 | -1.1
COc1cc(S(=O)(=O)Nc2c(C)cc(C)cc2C)ccc1Cl
    0.5 | -0.6
CC(C)c1c(C(=O)N/N=C/c2ccccc2OCc2c(F)cccc2Cl)nnn1-c1nonc1N
    0.13 | 0.7
CN(C)Cc1nc2c([nH]1)c(=O)n(C)c(=O)n2C
    0.82 | -2.3
Cc1ccc(C2=N/C(=C\c3cccs3)C(=O)N2Nc2ccccc2)cc1
    -0.4 | -0.5
COc1ccc(N(C(=O)c2cccnc2)S(=O)(=O)c2ccc(Cl)cc2)cc1
    -1 | 1.4
CN(C)c1ccc(N2C(=NC(=O)c3ccccc3)SC3CS(=O)(=O)CC32)cc1 (stereo not drawn)
    -0.24 | 1.0
COC(=O)c1c(C)oc(C)c1S(=O)(=O)NCc1ccc(OC)cc1
    -2.4 | 4.5
O=C(N/N=C/c1c[nH]c2ccccc12)c1ccc(Cl)cc1
    1.9 | 0.5
COc1ccc(C(=O)Nc2cnc(NC(=O)c3cccs3)cc2C)cc1
    -0.44 | -0.3
COc1ccc(CCn2c(C3CCCCC3)nc3c(c(=O)c4ccccc4n3C)c2=O)cc1
    -0.99 | -2.2
O=S1(=O)CCOCCCN1Cc1ccccc1Br
    -0.14 | -0.8
Cc1ccc(-c2ccc3c(c2)S(=O)(=O)c2ccccc2C3=O)cc1
    1.5 | -2.8

High-throughput results from PubChem.
